# High-throughput results as filed in PubChem BioAssay.
# M17LAP inhibition: P. falciparum M17LAP inhibitors, primary screen, biochemical, fluorogenic H-Leu-NHMec substrate, 1536-well (AID 1619). Leucine aminopeptidase (Plasmodium falciparum (isolate 3D7)). recombinant M17LAP, H-Leu-NHMec fluorogenic kinetic assay; higher % means a stronger effect. inhibition, % at 30 µM, or IC50 in µM where a hit was titrated. 0.38% of 220,000 active;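 active means compound inhibiting the enzyme by more than half at any dose during confirmatory dose-response retesting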;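 further: plate controls were full reaction with DMSO carrier for no effect and no enzyme background for full effect; strong numbers were not always called active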
# Yfh1-depleted yeast: enhancers of respiration in Yfh1-depleted yeast, dose response, Friedreich's ataxia, plus single-dose screen (AID 1465). S. cerevisiae Yfh1-off respiration, WST-1 reduction, 72 h; higher fold induction means a stronger effect. 0.074% of 220,000 active. fold induction at 50 µM; hits with a dose series show EC50 in µM;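 active means fold induction of absorbance versus untreated yeast above a set limit, then at least 30% activation at any dose in follow-up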;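 further: activators that raise dye reduction in frataxin-depleted yeast; strong numbers were not always called active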
# WT yeast gro inh: growth inhibition of WT strain, primary screen, mitochondrial fusion inhibitor project, WT and mutant strains, chemical genetic | mitochondrial fusion phenotypic screen | inhibition, % at 10 µM | 2.1% of 190,000 active; in the data active means inhibition above about 58%; tested in S. cerevisiae
# Dynein cargo inh: inhibitors of GR-EGFP nuclear translocation, primary screen, dynein cargo transport inhibitor project, imaging, high-content, 3617.4 mouse cells. AID 1381, 2008. test concentration mostly 20 µM; stimulated with dexamethasone, 1 µM; hits give low values. z-score, hits read low. 0.47% of 220,000 active;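 active means plate z-score of nuclear minus cytoplasmic receptor signal below a set negative limit, without overly bright fluorescence or cell loss, cut at about -3.5 in these data, passing the limit was not always enough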;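 further: z-score of nuclear minus cytoplasmic ring GR-EGFP intensity difference per well; some compounds called inactive have numbers as strong as hits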
#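 medium = tetracycline-free induction medium containing charcoal-stripped FBS | also added = 1.0 µM final dexamethasone stimulus | schedule = 48 h induction, 1 h compound, 30 min dex at 37 °C | technique = fixed, Hoechst-stained cells imaged at 10x for EGFP | measure = GR-EGFP nuclear translocation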
# Autophagy mod: autophagy modulators in MEF cells, primary screen, imaging, high-content, MEF GFP-LC3; 0.98% of 190,000 active; MEF GFP-LC3 puncta imaging; test concentration mostly 10 µM; calls only at 10 µM (by protocol);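 active means percentage of spot-positive cells more than 3 SD above its plate mean, without a fluorescence outlier flag or 80% toxicity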;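 further: spot-positive cell cutoff set from DMSO-treated cells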
# T cell modulator: modulators of CD8 T cell-vesicle binding, primary screen, mouse 2C CD8+ T cells, flow cytometry; 2C CD8+ T cell-vesicle binding; hits give low values; calls only at 7 µM; 0.068% of 330,000 active; AID 2052, 2009;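 active means response, share of CD8 T cells binding vesicles, and their 90th percentile fluorescence all below set limits, cut at about 80% in these data, passing the limit was not always enough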
#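 Material: murine 2C transgenic CD8+ T lymphocytes / Also added: QL9-peptide-loaded Drosophila micro-vesicles bearing Ld, ICAM-1 and B7-1 / Schedule: binding step 1.5 h, 37 °C, antibody labelling 20 min, ice / Signal: flow cytometry, PE anti-B7-1 (FL2) versus Alexa647 anti-CD8 (FL8), PFA-fixed / Evaluation: percent CD8+ FL2 mean versus row control / Benchmarks: naked versus QL9-loaded vesicles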
# M1AAP inhibition: P. falciparum M1AAP inhibitors, biochemical, fluorogenic H-Leu-NHMec substrate, 1536-well (AID 1445). inhibition, % at 30 µM, or IC50 in µM where a hit was titrated. 0.42% of 220,000 active. recombinant M1AAP, H-Leu-NHMec fluorogenic kinetic assay; higher % means a stronger effect;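 active means primary inhibition above the hit cutoff, then over 50% inhibition at one or more dose response concentrations, cut at about 23% in these data, passing the limit was not always enough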;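 further: plate controls were DMSO full reaction for no effect and no enzyme background for full effect; strong numbers were not always called active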
# MT stabilizer: microtubule stabilizers in HeLa cells, primary screen, imaging, high-content imaging. % tubulin-high responders, % at 10 µM. 0.83% of 200,000 active. HeLa tubulin immunostaining HCS, 24 h; share of cells brighter than vehicle mean+2SD. AID 2205, 2009;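 active means plate Z-score above 3 for both tubulin-high and condensed-nucleus cell shares, with cell loss under 80%, at 10 µM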;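 further: anti alpha tubulin signal scored within the nucleus-defined area of each cell; some results filed as inactive read as strong as hits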
# bCat nuc transl: modulators of beta-catenin nuclear translocation, primary screen, imaging, HeLa cells, immunofluorescence, high-content. AID 1665, 2009. nuclear translocation activity, % at 5 µM. 0.3% of 190,000 active;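 active means nuclear translocation activity above 50% at 5 µM, with a well cell count of 50 or more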;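 further: per-cell ratio of nuclear to cytoplasmic median beta-catenin stain intensity; plate controls were DMSO negative control for no effect and GSK-3 inhibitor IX positive control for full effect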
#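 Test system: HeLa cells, endogenous beta-catenin; Compound: single 5 µM dose plus 0.02–20 µM confirmation series; Times: compound exposure 24 h at 37°C; Signal: fluorescence imaging of beta-catenin antibody stain plus DAPI; Read-out: % activation, nuclear-to-cytoplasmic median beta-catenin signal ratio per cell.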
# WT yeast gro inh mutant strain: also measured in WT yeast gro inh; calls as there; inhibition, %; mitochondrial fusion phenotypic screen, mutant strain inhibition
# Dynein cargo inh cytoplasmic EGFP: further read-out of Dynein cargo inh, marked with its call; z-score; measured here: cytoplasmic GR-EGFP intensity; hits give high values
# Dynein cargo inh nuclear GR-EGFP: second read-out of Dynein cargo inh, no call of its own (marks repeat the call); z-score; measured here: nuclear GR-EGFP intensity;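 lower value marks the stronger effect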
# Dynein cargo inh cell count: also measured in Dynein cargo inh; calls as there; z-score; measured here: cell count per field
# bCat nuc transl cell count 5 µM: recorded beside bCat nuc transl, whose call it bears; cell count; measured here: cell count, cytotoxicity flag
# T cell modulator vesicle-bound %: recorded beside T cell modulator, whose call it bears; double positive events, %; measured here: CD8+ vesicle-bound cell fraction;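 binding gate set so that unloaded-vesicle control wells show 10% double positive cells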
# MT stabilizer Hoechst-high %: recorded beside MT stabilizer, whose call it bears; % Hoechst-high responders; measured here: nuclear condensation Hoechst responders;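 share of cells brighter than vehicle mean plus two SD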
# MT stabilizer cytotoxicity %: second read-out of MT stabilizer, no call of its own (marks repeat the call); toxicity, %; measured here: cytotoxicity by cell density;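 0% = mean cell density of plate MIN control wells and 100% = no cells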
# Autophagy mod cell loss 18 h: further read-out of Autophagy mod, marked with its call; toxicity, %; measured here: cell loss, nuclei count;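 cell loss after 18 h compound exposure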
# * marks the source's active call; other numbers are inactive results; i = inactive; / = no result given.
SMILES,M17LAP inhibition,Yfh1-depleted yeast,WT yeast gro inh,WT yeast gro inh mutant strain,Dynein cargo inh,Dynein cargo inh cytoplasmic EGFP,Dynein cargo inh nuclear GR-EGFP,Dynein cargo inh cell count,Autophagy mod,Autophagy mod cell loss 18 h,T cell modulator,T cell modulator vesicle-bound %,M1AAP inhibition,MT stabilizer,MT stabilizer Hoechst-high %,MT stabilizer cytotoxicity %,bCat nuc transl,bCat nuc transl cell count 5 µM
CC1(C)C(=O)OC(c2cccs2)C(C)(C)C1=O (stereo unspecified),0%,i,6,-2,-0.51,-0.23,-0.13,0.38,i,3,i,11,0%,4.6,2.6,9.0,-0.8,1398
S=C(NCCCn1ccnc1)Nc1cccc(Cl)c1,-1%,i,-6,2,-0.43,-0.3,-0.2,0.32,i,19,i,18,-1%,4.5,2.3,8.1,2.9,818
CCc1ccccc1NC(=O)CSc1nc2n[nH]c(C)c2c(=N)n1-c1ccc(OC)cc1,6%,i,24,-6,1.1,-0.17,0.58,-0.094,i,-1,/,/,-3%,3.3,1.6,10,-1.5,1267
O=C(O)c1ccc(NCc2ccncc2)cc1,2%,i,0,15,-0.85,-0.26,-0.49,0.86,i,-1,i,36,-6%,1.9,1.8,13,-13,1053
Clc1ccc(OCc2nc(-c3ccccn3)no2)c(Br)c1,-1%,i,21,16,-0.83,-0.19,-0.19,-0.13,/,/,i,52,-4%,5.6,2.2,9.5,-1.8,1118
COc1ccc(-c2nc(CSCC(=O)NCc3ccco3)c(C)o2)cc1,24%,i,9,4,-0.67,-0.21,-6.7e-05,-0.092,i,16,i,39,6%,5.7,2.0,8.4,/,/
CCOc1cc2c(cc1/C=C/C(=O)O)OC(C)C2 (stereo unspecified),/,i,/,/,-1.2,-0.8,-0.9,0.59,/,/,i,32,/,/,/,/,-1.1,1326
Cc1sc2nc(COC(=O)c3c(F)cccc3F)[nH]c(=O)c2c1C,0%,i,-3,-13,-1.1,-0.067,-0.74,-0.21,i,-4,i,18,1%,2.7,2.9,4.4,-1.7,1106
O=C(O)c1ccccc1C(=O)NC1CCCCNC1=O (stereo unspecified),3%,i,/,/,-0.15,-0.22,-0.12,0.25,/,/,i,22,-5%,/,/,/,0.3,1084
CCOC(=O)c1nn(-c2ccccc2)cc1O,-5%,i,/,/,0.18,-0.2,0.76,-0.63,/,/,i,49,2%,/,/,/,-1.2,1344
S=C1NC2(CCCCC2)N=C1c1ccccc1,0%,i,-8,-20,0.68,-0.29,-0.0095,-0.33,i,-11,i,14,5%,1.4,2.2,4.4,-1.4,974
CC(C)c1ccc(/C=C/C(=O)N2CCc3ccccc3C2)cc1,3%,i,15,1,0.83,0.098,0.78,-1.7,i,4,i,6,-5%,1.8,2.7,5.3,-0.8,1069
O=C(OCn1nnc2ccccc2c1=O)c1ccc(N2CCOCC2)c([N+](=O)[O-])c1,11%,i,4,-2,-0.99,-0.28,-0.67,1.2,i,-18,i,40,10%,6.3,2.5,8.2,-0.7,962
CCNc1nc(NCC)n2c(SCC(=O)O)nnc2n1,-8%,i,-5,-25,-0.26,-0.14,0.38,-0.7,i,-3,i,11,4%,5.9,3.0,6.9,-5.2,1152
Cc1cc(S(=O)(=O)N2CC(=O)N(CCc3ccccc3)C(=O)C2)ccc1F,-5%,i,7,1,-0.64,-0.28,-0.31,0.4,i,11,i,8,15%,4.8,4.6,9.3,-0.3,1324
Cc1c(C(=O)N2CCC(C)CC2)cccc1[N+](=O)[O-],/,i,5,0,-1.2,-0.18,-0.36,1.6,i,-1,i,25,/,2.3,2.3,7.3,0.4,973
O=C(NCCc1ccccc1Cl)C1CCN(S(=O)(=O)c2cccs2)CC1,-2%,i,-4,-7,-0.59,0.3,0.11,0.21,i,-2,i,72,-7%,1.7,1.3,3.8,-1.1,1114
Cc1ccc(C(=O)OCC(=O)c2cc(C)n(CC3CCCO3)c2C)cc1 (stereo unspecified),2%,i,-3,3,-0.66,-0.28,0.17,1.1,i,13,i,35,5%,5.6,2.2,6.7,-0.2,1503
CCOC(=O)c1ccc(Oc2nc(NC)nc(OC)n2)cc1,13%,i,25,13,-0.032,0.027,0.54,-1.7,i,6,i,19,-4%,2.4,1.2,6.0,/,/
Cc1cc2c(c(=O)n1Cc1cccnc1)C(c1ccc(F)cc1)C(C#N)=C(N)O2 (stereo unspecified),2%,i,0,7,-0.46,-0.3,0.19,-0.18,i,20,i,31,8%,5.9,2.7,1.9,-8.1,997
Cc1ccc2[nH]c(=O)c(CN(CC3CCCO3)C(=S)NCc3ccco3)cc2c1 (stereo unspecified),2%,i,-2,-8,-0.022,-0.25,0.045,0.84,i,7,i,53,6%,5.2,1.8,4.2,-3.2,1197
O=C(C1CC1)N1CCC(c2nc(-c3ccc(S(=O)(=O)N4CCCC4)cc3)no2)CC1,-3%,i,21,13,0.5,-0.51,-0.11,-0.024,i,3,i,48,4%,1.2,1.3,12,/,/
COc1cccc(CNC(=O)C2CCN(S(=O)(=O)N3CCCCC3)CC2)c1,11%,i,13,-2,-0.71,-0.14,-0.2,-0.18,i,-14,i,32,4%,5.6,3.3,6.6,2.3,1429
Cc1ccc(N(C(=O)CS(=O)CC(=O)Nc2ccc(F)cc2)C(C(=O)NC2CCCCC2)c2ccco2)cc1 (stereo unspecified),6%,i,-4,-11,0.092,0.082,0.29,0.4,i,4,i,42,1%,2.2,2.3,11,1.1,1123
O=C(COc1ccccc1)NNC1=NS(=O)(=O)c2ccccc21,12%,i,5,-4,-0.27,-0.35,-0.12,0.25,i,2,i,44,4%,3.3,1.0,8.0,-2.5,1118

# Among those listed so far, three have an NH in an aromatic ring:
SMILES,M17LAP inhibition,Yfh1-depleted yeast,WT yeast gro inh,WT yeast gro inh mutant strain,Dynein cargo inh,Dynein cargo inh cytoplasmic EGFP,Dynein cargo inh nuclear GR-EGFP,Dynein cargo inh cell count,Autophagy mod,Autophagy mod cell loss 18 h,T cell modulator,T cell modulator vesicle-bound %,M1AAP inhibition,MT stabilizer,MT stabilizer Hoechst-high %,MT stabilizer cytotoxicity %,bCat nuc transl,bCat nuc transl cell count 5 µM
CCc1ccccc1NC(=O)CSc1nc2n[nH]c(C)c2c(=N)n1-c1ccc(OC)cc1,6%,i,24,-6,1.1,-0.17,0.58,-0.094,i,-1,/,/,-3%,3.3,1.6,10,-1.5,1267
Cc1sc2nc(COC(=O)c3c(F)cccc3F)[nH]c(=O)c2c1C,0%,i,-3,-13,-1.1,-0.067,-0.74,-0.21,i,-4,i,18,1%,2.7,2.9,4.4,-1.7,1106
Cc1ccc2[nH]c(=O)c(CN(CC3CCCO3)C(=S)NCc3ccco3)cc2c1 (stereo unspecified),2%,i,-2,-8,-0.022,-0.25,0.045,0.84,i,7,i,53,6%,5.2,1.8,4.2,-3.2,1197

# Later entries
SMILES,M17LAP inhibition,Yfh1-depleted yeast,WT yeast gro inh,WT yeast gro inh mutant strain,Dynein cargo inh,Dynein cargo inh cytoplasmic EGFP,Dynein cargo inh nuclear GR-EGFP,Dynein cargo inh cell count,Autophagy mod,Autophagy mod cell loss 18 h,T cell modulator,T cell modulator vesicle-bound %,M1AAP inhibition,MT stabilizer,MT stabilizer Hoechst-high %,MT stabilizer cytotoxicity %,bCat nuc transl,bCat nuc transl cell count 5 µM
O=C(COc1cccc2cccnc12)Nc1nccs1,5%,i,10,-31,0.077,-0.24,-0.1,0.55,i,3,i,48,1%,2.6,1.3,5.0,1.6,665
NC(=O)c1cnn2c1NC(c1ccc(F)cc1)CC2C(F)(F)F (stereo unspecified),6%,i,16,20,-1,-0.11,-0.18,0.52,i,-4,i,19,3%,2.9,1.9,9.2,0.4,1057
CCOC(=O)c1c(C)c2c(n1C)CCC/C2=N\O,1%,i,5,6,0.47,-0.22,0.21,-0.11,i,-13,i,40,6%,6.1,2.3,1.3,-1.6,826
CCCNC(=O)CN1C(=O)NC(Cc2c[nH]c3ccccc23)C1=O (stereo unspecified),-2%,i,-9,2,0.4,-0.26,-0.078,0.15,i,-4,i,46,6%,2.5,0.8,11,0.9,1054
CCC1SC(N)=NC1=O (stereo unspecified),8%,i,-3,-12,-0.89,-0.21,-0.58,0.95,i,-3,i,40,2%,2.9,1.6,4.3,0.4,951
CC1=NN(c2ccccc2)C(=O)C1C(=O)c1ccc(Cl)cc1 (stereo unspecified),-7%,/,9,-7,1.1,-0.26,-0.32,0.54,i,22,i,9,0%,2.6,2.4,2.4,/,/
Brc1ccccc1OCCOCCOc1cccc2cccnc12,4%,i,-3,67,-1,-0.028,-0.55,0.57,i,0,i,54,2%,1.5,1.9,8.0,-3.6,1224
COc1ccc(CCNC(=O)c2[nH]c(C)c(C(C)=O)c2C)cc1OC,6%,i,10,-3,-0.51,-0.21,0.0017,0.29,i,10,i,16,1%,4.1,1.5,8.3,-3.5,1101
